Screens as filed in PubChem.
GDH-TPI inh: counter-screen for M. tuberculosis FBA inhibitors: GDH-TPI coupled enzymes. GDH-TPI coupled enzyme counterscreen, NADH absorbance. inhibition, % at 4.8 µM. 1.2% of 360,000 active. AID 588335; in the data active = inhibition above about 30%;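 note: 0% = DMSO wells and 100% = wells lacking the enzyme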
BoNT-A LC inh2: BoNT A light chain protease inhibition | multiplex microsphere protease substrate cleavage, flow cytometry | inhibition, % at 10 µM | 0.17% of 360,000 active | AID 588499; note: plate controls were buffer without enzyme for full effect and enzyme alone for no effect
BioA inh: BioA (M. tuberculosis) enzyme inhibition; purified M. tuberculosis BioA enzyme, plate reader; inhibition, % at 9.99 µM; 0.096% of 360,000 active; AID 602481; in the data active = inhibition above about 40%; inconclusive = no clear call, values can overlap the other calls
Mtb UGM inh: blocks M. tuberculosis UGM enzyme; P9WIQ1; purified UGM, fluorescence polarization probe displacement; inhibition, % at 10 µM; 0.06% of 320,000 active; AID 504406; in the data active = inhibition above about 10%, passing the limit was not always enough; inconclusive = no clear call, values can overlap the other calls
Target sequence (P9WIQ1 whole entry, looked up): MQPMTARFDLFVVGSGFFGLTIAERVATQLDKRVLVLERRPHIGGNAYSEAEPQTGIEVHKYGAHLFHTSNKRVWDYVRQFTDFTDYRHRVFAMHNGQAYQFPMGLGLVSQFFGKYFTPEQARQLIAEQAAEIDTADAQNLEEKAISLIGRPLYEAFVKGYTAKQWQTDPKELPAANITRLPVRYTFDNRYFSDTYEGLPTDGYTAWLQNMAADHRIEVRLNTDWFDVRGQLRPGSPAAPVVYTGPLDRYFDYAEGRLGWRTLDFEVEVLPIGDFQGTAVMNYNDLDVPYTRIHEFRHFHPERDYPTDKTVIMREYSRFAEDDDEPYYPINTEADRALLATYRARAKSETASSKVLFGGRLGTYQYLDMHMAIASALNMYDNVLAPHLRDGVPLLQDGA
BoNT-F LC inh: blocks Botulinum neurotoxin F light chain protease; Multiplex microsphere protease cleavage assay, flow cytometry; inhibition, % at 10 µM; 0.22% of 360,000 active; in the data active = inhibition above about 35%, passing the limit was not always enough; inconclusive = no clear call, values can overlap the other calls; note: plate controls were buffer without enzyme for full effect and enzyme alone for no effect
PfHsp40 yeast: rescue of PfHsp40-mediated yeast toxicity. S. cerevisiae expressing PfHsp40, growth rescue, ATP luminescence. growth rescue, % at 12.5 µM. 0.68% of 340,000 active. AID 504582; in the data active = growth rescue above about 28%, passing the limit was not always enough; inconclusive = no clear call, values can overlap the other calls;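 note: yeast W303a lacking pdr1 and pdr3 grown in galactose medium; growth measured after three days at 30 °C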
Mtb FBA inh: inhibitors of M. tuberculosis fructose-bisphosphate aldolase. P9WQA3. purified M. tuberculosis FBA, fluorescence read-out. inhibition, % at 1 µM. 2.3% of 360,000 active; in the data active = inhibition above about 27%;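 note: 0% = vehicle and 100% = reference inhibitor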
Target sequence (P9WQA3 whole entry, looked up): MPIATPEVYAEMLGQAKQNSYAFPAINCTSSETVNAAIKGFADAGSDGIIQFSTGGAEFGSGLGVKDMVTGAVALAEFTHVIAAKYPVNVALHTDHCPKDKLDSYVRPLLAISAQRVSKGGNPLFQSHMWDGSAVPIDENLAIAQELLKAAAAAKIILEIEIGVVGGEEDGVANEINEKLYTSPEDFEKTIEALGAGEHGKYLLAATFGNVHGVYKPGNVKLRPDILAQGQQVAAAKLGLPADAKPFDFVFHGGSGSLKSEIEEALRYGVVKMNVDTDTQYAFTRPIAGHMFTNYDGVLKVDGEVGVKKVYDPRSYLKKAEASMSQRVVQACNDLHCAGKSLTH
Anthrax LF inh2: blocks Bacillus anthracis lethal factor protease; multiplex microsphere protease cleavage assay, LF; inhibition, % at 10 µM; 0.12% of 360,000 active; AID 588501; note: plate controls were buffer without enzyme for full effect and enzyme alone for no effect
FadD28 FP inh: blocks FadD28 binding to the bisubstrate probe; inhibition, % at 12.5 µM; fluorescence polarization; 0.22% of 360,000 active; AID 588549; in the data active = inhibition above about 8.5%, passing the limit was not always enough; inconclusive = no clear call, values can overlap the other calls
* marks the source's active call; other numbers are inactive results; ? = inconclusive; . = no result given. Cut-off read from the data, not from the text of the source, unless noted: active = inhibition above about 30%; inconclusive = no clear call, values can overlap the other calls; inactive = below that.

The line under a structure holds: GDH-TPI inh	BoNT-A LC inh2	BioA inh	Mtb UGM inh	BoNT-F LC inh	PfHsp40 yeast	Mtb FBA inh	Anthrax LF inh2	FadD28 FP inh
[1] CCCCc1ccc(-c2csc(/C(C#N)=C/c3ccco3)n2)cc1
  1	-0.1	2.6	1.6	-15	-1.9	5	-6	-1.2
[2] NC(=O)COC(=O)c1ccc2noc(-c3ccccc3)c2c1
  13	-0.4	-2.2	-5.0	-10	-1.1	-1	-5	-1.0
[3] O=c1[nH][nH]c(=O)c2nc(Nc3ccccc3)ncc12
  10	0.4	0.4	.	-2	0.1	-1	-3	-0.6
[4] CCOC(=O)c1c(C)n(C)c2cc(Br)c(O)c(O)c12
  -4	-0.1	-1.1	-0.5	-1	-0.3	-3	6	-3.9
[5] CCOC(=O)c1c(CSc2ccccc2)oc2cc(Br)c(O)c(CN(C)C)c12
  1	-0.4	.	1.5	-4	-0.3	3	-6	-1.0
[6] CCOC(=O)C1=CN(Cc2ccc(OC)cc2)C=C(C(=O)OCC)C1c1cccs1
  5	0.8	.	-0.4	-8	-0.8	32*	-4	-1.2
[7] O=C(OCC(=O)N1CCN(c2ccccc2)CC1)c1ccc(Cl)cc1[N+](=O)[O-]
  -6	-0.8	0.7	-2.6	-1	0.0	-2	-1	0.5
[8] COCCN(C)C(=O)CCc1nnc(Cc2ccc(-c3ccccc3)cc2)o1
  18	-0.3	-0.7	-3.4	-6	-1.4	3	-3	0.1
[9] Cc1cc(C)c2c3c(sc2n1)C(=O)N(c1ccccc1)CC(=O)N3
  0	-1.1	.	-1.2	-1	0.7	-5	2	-3.7
[10] CN1C(=S)NC(C)(C)CC1(C)c1ccc(O)cc1O (configuration not stated)
  8	-1.6	0.7	-2.3	-3	-0.5	-1	-2	-4.5
[11] Cc1ccc(C(=O)Nc2c3c(nn2-c2ccccc2)CS(=O)(=O)C3)cc1C
  1	1.0	1.0	0.2	2	-0.2	0	1	-1.1
[12] Cc1cc(C)c(S(=O)(=O)c2ccccc2)c(N2CCOCC2)n1
  5	-1.1	-2.6	-3.2	-4	-0.1	1	-4	-0.5
[13] Clc1ccc(-c2nnc(CCc3ccccc3)o2)c(Cl)c1
  0	0.2	7.5	-1.1	-9	3.9	4	-2	0.8
[14] CNC(=O)c1ccsc1NC(=O)CCS(=O)(=O)c1ccc(Cl)cc1
  7	2.3	0.3	-0.2	-8	-0.8	3	1	-2.2
[15] COc1cccc(/C=N/Nc2ccc(S(=O)(=O)Nc3ccccc3C(=O)O)cc2[N+](=O)[O-])c1O
  22	-1.2	1.0	.	-6	6.0	-12	2	35*

Entries of single compounds as entered above:
Shown for `CN1C(=S)NC(C)(C)CC1(C)c1ccc(O)cc1O` (configuration not stated) = GDH-TPI inh: 8; BoNT-A LC inh2: -1.6; BioA inh: 0.7; Mtb UGM inh: -2.3; BoNT-F LC inh: -3; PfHsp40 yeast: -0.5; Mtb FBA inh: -1; Anthrax LF inh2: -2; FadD28 FP inh: -4.5
Shown for `Cc1cc(C)c(S(=O)(=O)c2ccccc2)c(N2CCOCC2)n1` = GDH-TPI inh: 5; BoNT-A LC inh2: -1.1; BioA inh: -2.6; Mtb UGM inh: -3.2; BoNT-F LC inh: -4; PfHsp40 yeast: -0.1; Mtb FBA inh: 1; Anthrax LF inh2: -4; FadD28 FP inh: -0.5

Remaining list, next part.
The line under a structure holds: GDH-TPI inh	BoNT-A LC inh2	BioA inh	Mtb UGM inh	BoNT-F LC inh	PfHsp40 yeast	Mtb FBA inh	Anthrax LF inh2	FadD28 FP inh
[16] CCCc1cc(=O)[nH]c(SCC(=O)Nc2nc3ccc(OCC)cc3s2)n1
  -3	-0.7	.	-2.5	-7	-2.2	2	-6	-0.6
[17] O=C(Cn1cnc2c(cnn2-c2ccc(F)cc2)c1=O)NCC1CCCO1 (configuration not stated)
  8	0.0	-0.4	-0.9	2	-0.2	0	-10	-0.8
[18] O=C(Cc1cccc2ccccc12)NCCc1ccccc1
  0	-2.5	0.8	0.1	-8	0.4	1	-3	-2.4
[19] O=C(CCCc1ccccc1)N1CCc2ccccc21
  4	-0.9	2.7	-1.7	-8	1.4	-2	-4	-0.6
[20] CCn1nnc(NC(=O)C(C)Oc2ccc(Cl)cc2Cl)n1 (configuration not stated)
  8	0.6	1.1	-1.7	6	0.2	-3	3	-1.0
[21] C=CCOc1cccc(CNc2cccc(C(=O)O)c2)c1
  7	0.0	-0.8	2.7	4	-0.7	28*	-2	0.2
[22] COC(=O)c1c(NC(=O)c2cnccn2)sc2c1CCC2
  3	0.1	-0.6	-1.2	3	-0.1	-9	0	-5.5
[23] COc1ccc(C(=O)Nc2ccc(NC(=O)c3ccco3)cc2)cc1
  10	-3.0	.	-1.1	2	-0.8	0	4	.
[24] O=C(CSc1ccc(F)cc1)Nc1ccc(N2CCOCC2)c(Cl)c1
  -9	2.1	0.0	-5.4	3	1.1	0	-4	0.5
[25] Cn1c(Cc2ccccc2)nnc1SCc1cc(=O)n2ccsc2n1
  1	0.2	.	1.7	-3	-0.1	0	-2	-2.2
[26] O=C(O)c1nc(NCc2ccccc2)ncc1Cl
  -2	-2.3	-1.1	1.4	-16	-1.5	7	-9	-1.0
[27] c1ccc2cc3c(NCCN4CCOCC4)ccnc3cc2c1
  8	2.4	.	.	-1	-0.1	19	-2	-3.3
[28] C=CCNC(=O)N[C@@H](CCSC)C(=O)OC
  -2	0.2	-0.2	-2.3	-3	-2.4	-1	3	-1.0
[29] COc1ccc(NC(=O)CSc2nc3nc(C)cc(C)c3c(=O)[nH]2)cc1OC
  0	0.5	-0.8	6.9	5	-0.5	15	6	-2.2
[30] O=C1CCC(=O)N1c1ccc(-c2nc3ccccc3s2)cc1
  9	1.9	-2.7	-0.1	0	-1.2	11	1	-2.0

The list goes on; the last 5 above are carried over.
The line under a structure holds: GDH-TPI inh	BoNT-A LC inh2	BioA inh	Mtb UGM inh	BoNT-F LC inh	PfHsp40 yeast	Mtb FBA inh	Anthrax LF inh2	FadD28 FP inh
[26] O=C(O)c1nc(NCc2ccccc2)ncc1Cl
  -2	-2.3	-1.1	1.4	-16	-1.5	7	-9	-1.0
[27] c1ccc2cc3c(NCCN4CCOCC4)ccnc3cc2c1
  8	2.4	.	.	-1	-0.1	19	-2	-3.3
[28] C=CCNC(=O)N[C@@H](CCSC)C(=O)OC
  -2	0.2	-0.2	-2.3	-3	-2.4	-1	3	-1.0
[29] COc1ccc(NC(=O)CSc2nc3nc(C)cc(C)c3c(=O)[nH]2)cc1OC
  0	0.5	-0.8	6.9	5	-0.5	15	6	-2.2
[30] O=C1CCC(=O)N1c1ccc(-c2nc3ccccc3s2)cc1
  9	1.9	-2.7	-0.1	0	-1.2	11	1	-2.0
[31] Cc1ccccc1CCNC(=O)c1cc(C2CC2)nc2c1cnn2C(C)C
  5	0.1	0.1	0.9	-6	6.5	17	-2	-1.3
[32] COc1ccccc1CNC(=O)COc1ccccc1C(=O)c1cnn(-c2ccccc2)c1
  2	0.5	0.1	-3.4	-10	1.8	2	-4	-1.1
[33] CC(C)[C@H](NC(=O)N1CCn2c1nc1ccccc12)C(=O)NC1CCCCC1
  -1	0.6	0.5	-3.4	2	-0.6	-1	-1	-2.0
[34] COC(=O)C1=C(c2ccc(-c3ccccc3)c(F)c2)C[C@@H]2CC[C@H]1N2C(=O)N1CCC(C)CC1
  11	-1.1	-1.1	0.2	-2	3.7	-2	-4	-10
[35] COc1ccc(CNc2ccccn2)c(O)c1
  6	0.2	-0.7	.	9	0.4	-1	-3	-0.2
[36] COC(=O)c1ccccc1S(=O)(=O)N1CCC(C(=O)Nc2ccc(N3CCOCC3)cc2)CC1
  -2	-0.1	-1.4	0.1	-2	-0.3	4	-8	-0.7
[37] C=CCNC(=O)c1ccc(Sc2ccc(C)cc2)c([N+](=O)[O-])c1
  9	0.7	-1.0	1.3	-3	-0.9	0	1	-1.3
[38] CCn1c(=O)cc(SCC(=O)N2CCN(c3ccccc3OC)CC2)c2ccccc21
  24	-0.7	.	1.0	-9	-0.7	-1	-6	-0.6
[39] CCOC(=O)c1cc(C#N)c(=S)[nH]c1C
  11	0.1	.	3.9	1	-0.7	11	-4	0.7
[40] CC(C)n1c2ccccc2c2nnc(SCC(=O)Nc3ccccc3C(=O)O)nc21
  22	-1.0	.	1.2	-8	-0.7	11	-8	-5.0
[41] N#Cc1cnc(=S)n(-c2cc(C(F)(F)F)cc(C(F)(F)F)c2)c1N
  16	-0.6	1.0	.	4	.	-2	-2	-4.0
[42] Oc1ccc2ccccc2c1/C=N/Nc1nnc(-c2ncc[nH]2)c2ccccc12
  11	6.3	.	4.5	-7	0.2	-2	14	-2.5
[43] COc1ccc(NS(=O)(=O)c2cc3c(cc2C)N(C)CCO3)cc1
  2	-0.6	-0.5	-1.4	-13	0.3	0	-1	1.7
[44] COc1ccc([C@H]2CC(=O)C=C(c3ccc(C)c4ccccc34)C2)cc1
  8	0.3	-0.4	-0.3	-2	-0.2	0	-2	-3.1
[45] CCOc1cc(NC(=O)c2ccccc2[N+](=O)[O-])c(OCC)cc1NC(=O)CC(C)C
  -1	0.8	-1.2	-3.4	2	-0.2	0	0	-4.0

Part of the list above, showing only BioA inh, GDH-TPI inh and FadD28 FP inh.
| # | SMILES | BioA inh | GDH-TPI inh | FadD28 FP inh |
| --- | --- | --- | --- | --- |
| 35 | COc1ccc(CNc2ccccn2)c(O)c1 | -0.7 | 6 | -0.2 |
| 36 | COC(=O)c1ccccc1S(=O)(=O)N1CCC(C(=O)Nc2ccc(N3CCOCC3)cc2)CC1 | -1.4 | -2 | -0.7 |

Next records follow.
The line under a structure holds: GDH-TPI inh	BoNT-A LC inh2	BioA inh	Mtb UGM inh	BoNT-F LC inh	PfHsp40 yeast	Mtb FBA inh	Anthrax LF inh2	FadD28 FP inh
[46] COc1ccc(-c2cnnc(N/N=C/c3ccc(OC)c(OC)c3)n2)cc1
  54*	-0.8	-0.9	-0.8	-8	1.8	-2	-3	-0.8
[47] Cc1cc(SCC(=O)N2CCN(C(=O)c3ccco3)CC2)c(C)cc1Br
  1	-0.2	0.4	-0.7	6	1.4	-4	-2	-3.0
[48] CN(C)[C@@H]1CCC[C@@H]1OC(=O)C(c1ccccc1)c1ccccc1
  5	0.2	-0.1	-3.3	6	3.7	2	0	-1.2
[49] Cc1cccc(CSc2cccc3cccnc23)c1
  2	-1.2	1.3	1.6	-9	-0.2	11	4	0.4
[50] CCNc1ccc(C(=O)OCC(=O)c2cc(C)n(Cc3ccc4c(c3)OCO4)c2C)cc1[N+](=O)[O-]
  1	0.5	.	-2.6	1	0.5	3	-1	-0.8
[51] CC(=O)NCCNc1nc2cc(-c3ccccc3C)sc2c(=O)n1C
  -1	-0.2	2.1	.	3	.	2	-3	-11
[52] O=C(OCC(=O)N1CCCCCC1)c1cc(S(=O)(=O)N2CCOCC2)ccc1F
  -2	0.1	-0.8	.	0	.	1	3	-2.3
[53] CCOC(=O)C(NC(=O)NCc1ccccc1)(OCC)C(F)(F)F (configuration not stated)
  -4	0.1	.	-1.0	-5	0.4	1	-1	-4.9
[54] Cc1nn(-c2ccccc2)c2c1C(c1cccnc1)N1C=C(S(=O)(=O)N3CCCCC3)C=CC1=N2 (configuration not stated)
  14	0.6	1.0	-0.6	-2	-0.9	-4	-2	0.6
[55] COc1ccc(NC(=O)COC(=O)CCCOc2ccc(Cl)cc2Cl)cc1
  3	-0.3	.	-0.2	6	6.4	0	-2	-1.3
[56] COc1cccc(CNC(=O)Nc2cccs2)c1
  5	0.0	.	-0.8	7	0.6	0	-2	1.0
[57] COc1cc(N)c(C(=O)c2nccc3cc(OC)c(OC)cc23)cc1OC
  9	.	1.8	-0.7	.	-0.7	-3	.	-0.8
[58] N#Cc1ccc(/C=C/C(=O)c2ccccc2)cc1
  9	-10	.	-0.8	?	0.8	-2	0	-0.9
[59] CC(C)Nc1nc(Cl)nc(NCCOc2ccccc2)n1
  2	0.7	.	1.5	-2	0.3	-1	1	-3.8
